Screens: PubChem BioAssay, several laboratories
GAA850 FXN act: frataxin GAA850 promoter activation; HEK293 lucGAA850 FXN promoter luciferase reporter, 24 h; percent of 10 µM SAHA response; activation, % at 6 µM; hit rate 0.56% among 360,000; AID 540364;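 active = activation above the average of all compounds screened plus 3 SD, cutoff fixed separately per campaign, cut at about 7.5% in these data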;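 also: 0% = DMSO wells and 100% = 10 µM SAHA wells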
hgDAF-12 ag: hgDAF-12 agonism, primary luciferase screen; HEK293 GAL4-hgDAF12 UAS-luciferase reporter, agonist luminescence; normalized to butyrate control; activation, % at 6.8 µM; hit rate 1.8% among 370,000; AID 687014;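 active = activation above a cutoff set at the mean of all screened compounds plus 3 SD, cut at about 10% in these data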;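 also: 0% = DMSO wells and 100% = sodium butyrate wells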
sPLA2-III inh: Inhibits HGIII-sPLA2 liposome hydrolysis, primary screen | inhibition, % at 12.2 µM | hit rate 0.56% among 370,000 | Q9NZ20 | AID 743126 | QFRET BODIPY PC-A2 liposome hydrolysis, fluorescence;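 active = inhibition above mean plus 3 SD of compounds lying within the high and low control bounds, cut at about 19% in these data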;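 also: 0% = median of test compound wells and 100% = no enzyme DMSO wells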
Target sequence (Q9NZ20 whole entry, looked up): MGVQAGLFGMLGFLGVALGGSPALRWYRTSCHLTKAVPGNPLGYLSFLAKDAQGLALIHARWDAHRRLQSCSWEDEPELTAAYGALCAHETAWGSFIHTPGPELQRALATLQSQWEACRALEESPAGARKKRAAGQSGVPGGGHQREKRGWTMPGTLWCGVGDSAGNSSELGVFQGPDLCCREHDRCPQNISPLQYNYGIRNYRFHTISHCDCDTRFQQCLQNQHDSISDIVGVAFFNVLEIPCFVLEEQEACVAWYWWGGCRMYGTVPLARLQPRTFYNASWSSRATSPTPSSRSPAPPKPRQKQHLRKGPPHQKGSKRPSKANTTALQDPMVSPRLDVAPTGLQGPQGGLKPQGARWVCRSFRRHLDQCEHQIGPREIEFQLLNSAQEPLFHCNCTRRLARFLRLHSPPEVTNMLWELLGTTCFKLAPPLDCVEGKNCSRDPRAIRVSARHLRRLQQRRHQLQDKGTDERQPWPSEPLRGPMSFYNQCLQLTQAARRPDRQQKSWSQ
proKLK7 act: proKLK7 (human) activation, primary screen. purified proKLK7, EDANS-DABCYL substrate fluorescence; 100% is mature enzyme control, 0% vehicle. hit rate 0.9% among 370,000. AID 652039. activation, % at 7 µM;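 active = activation above the mean of all tested compounds plus 3 SD, computed per campaign excluding outliers beyond control limits, cut at about 13% in these data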
GC-A act: GC-A (human) enzyme activation | HEK293 GC-A cells, cGMP TR-FRET, EC30 ANP; 0% at EC30 ANP, 100% saturating ANP | AID 1671463 | hit rate 0.14% among 370,000 | P16066 | activation, % at 10 µM; in the data active = activation above about 40%
ssDAF12 agonist: activates DAF-12 receptor from parasite S. stercoralis. HEK293 ssDAF-12/GRIP1 lit1-tk-luc reporter, luminescence; % of 3 µM dafachronic acid response. activation, % at 6.8 µM. hit rate 1% among 370,000. AID 652126;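 active = activation above the mean over all tested compounds plus 3 SD, cut at about 0.9% in these data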;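 also: 0% = DMSO-only wells and 100% = 3 µM delta7-dafachronic acid wells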
SMARCA2 act: increases SMARCA2 function in MMTV reporter cells. MG213 cells, MMTV-luciferase reporter, dexamethasone, overnight. AID 652017. hit rate 1% among 370,000. activation, % at 9.1 µM; in the data active = activation above about 7.8%;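 also: 0% = vehicle wells and 100% = reference activator wells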
hcDAF-12 act: activators of H. contortus DAF-12 nuclear receptor | AID 652067 | hit rate 1.4% among 370,000 | HEK293 hcDAF-12 lit1-tk-luc reporter, luminescence; 0% DMSO, 100% Δ7-dafachronic acid | activation, % at 6.8 µM;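 active = activation above the mean of all tested compounds plus 3 SD, cut at about 5.5% in these data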;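 also: 100% = response to 3 µM Δ7-dafachronic acid high control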
DAX1 inh-1: blocks DAX1 repression of SF-1 activated StAR promoter. HEK293T StAR-luciferase reporter, SF-1/DAX-1 repression relief. inhibition, % at 6.8 µM. hit rate 1.1% among 370,000. AID 652010;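 active = inhibition above the mean over all tested compounds plus 3 SD, cut at about 3.6% in these data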;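 also: 0% = DAX-1 cells with DMSO and 100% = cells lacking DAX-1 with DMSO; higher inhibition means more luminescence from relief of DAX-1 repression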
DAX1 inh-2: inhibits human nuclear receptor DAX1. P51843. HEK293 Gal4-DAX1 luciferase reporter, luminescence. inhibition, % at 6.75 µM. hit rate 0.99% among 340,000. AID 504766;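 active = inhibition above the mean over all tested compounds plus 3 SD, cut at about 4.2% in these data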;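 also: 0% = DAX1-transfected cells with DMSO and 100% = empty-vector control cells with DMSO; inhibition shows as a rise in luminescence from relieved DAX1 repression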
Target sequence (P51843 207-470 limits assumed): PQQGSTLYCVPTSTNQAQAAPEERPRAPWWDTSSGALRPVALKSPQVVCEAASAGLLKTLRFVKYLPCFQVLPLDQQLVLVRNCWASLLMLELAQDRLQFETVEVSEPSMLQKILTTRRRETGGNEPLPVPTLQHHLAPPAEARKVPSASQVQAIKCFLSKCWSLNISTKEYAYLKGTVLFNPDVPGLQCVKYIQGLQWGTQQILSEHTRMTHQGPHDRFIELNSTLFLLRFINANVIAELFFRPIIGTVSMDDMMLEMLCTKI
GC-B act: GC-B (human) receptor activation; P20594; HEK293-GC-B cells, CNP EC30, cGMP TR-FRET; 0% at EC30 CNP, 100% saturating CNP; activation, % at 10 µM; hit rate 0.11% among 370,000;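 active = activation at 10 µM reaching about 35% in either raw or pattern-adjusted values, limit read from the data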
The depositor's hits bear a star; / = no result given.

#	smiles	GAA850 FXN act	ssDAF12 agonist	DAX1 inh-1	SMARCA2 act	hgDAF-12 ag	GC-B act	GC-A act	hcDAF-12 act	DAX1 inh-2	sPLA2-III inh	proKLK7 act
1	CCOC(=O)c1nn(-c2cccc(C)c2)c2nc(-c3ccccc3)c(C#N)c(=O)n12	-0.7	-1.1	0.0	1	2.7	0	1	1.2	-0.1	1	0.8
2	CCOC(=O)C1CCNC(=O)C1=O (stereo not given)	3.0	-0.9	-0.2	2	0.9	0	-1	-0.5	0.6	6	0.0
3	O=S(=O)(NC1CCCCC1)c1cccc2nsnc12	1.8	-1.0	0.0	1	-0.7	-7	-2	-0.3	0.0	4	-0.5
4	Cn1nc(-c2ccc(Cl)cc2)c2cc(C(=O)N3CCCC3)sc21	-5.4	-0.2	0.4	-1	-0.4	8	2	3.5	-1.7	-5	-0.5
5	O=C(COc1ccc([N+](=O)[O-])cc1)Nc1ccc(C(=O)Nc2ccccc2C(=O)O)cc1	1.4	-1.3	0.6	0	-0.3	-2	-2	-0.3	1.0	-8	-0.2
6	Cc1ccc2nc(-c3ccc(NC(=O)CSc4ccccc4)cc3)[nH]c2c1	-4.0	-0.6	3.0	4	8.1	6	3	3.0	1.6	-2	-12
7	COc1ccc(CN(CC#Cc2ccc(C)cc2)C(N)=NC(=O)CCc2ccccc2)c(OC)c1	/	-0.8	-1.6	-5	0.0	7	-3	1.0	/	-10	-0.3
8	O=C(Cn1cnc2scc(-c3ccc(F)cc3)c2c1=O)NCC(c1ccco1)N1CCCC1 (stereo not given)	-0.2	-0.6	1.3	7	1.6	4	-2	-0.5	-0.4	-8	0.1
9	COCCN(C(=O)/C=C/c1ccccc1)c1nnc(-c2cccnc2)s1	5.8	-1.1	0.2	-4	-0.3	4	7	-0.8	2.0	6	0.7
10	COC(=O)c1cc(=O)c2ccc(OC)cc2o1	0.4	-1.9	0.4	0	-1.4	-3	1	-0.8	0.6	1	-0.6
11	Cc1ccc(N=Cc2nc(-c3ccco3)oc2O)cc1	2.7	-1.9	0.7	4	5.0	-2	3	1.1	0.0	-17	-0.1
12	CCOC(=O)Cn1c(=NC(=O)CSC(C)=O)sc2cc(F)ccc21	-0.5	-1.5	-0.5	-1	-3.2	4	12	2.3	0.0	-2	0.2
13	CN(CCC1CCOCC1)C(=O)c1cc(COc2c(F)cccc2F)on1	3.3	-0.8	-0.1	-1	-0.6	1	-2	-1.1	0.7	6	0.0
14	Cn1c(SCC(N)=O)nnc1-c1cnccn1	1.6	-0.9	0.1	0	-3.3	2	-5	-0.1	0.0	0	-0.2
15	CCOCCCNC(=S)N1CCC(NC(=O)c2ccco2)CC1	-1.8	-0.8	-0.2	-4	-2.4	0	0	-1.6	1.4	12	-0.6
16	COc1ccc(NC(=O)CSc2nccn2Cc2ccc(F)cc2)c(OC)c1	-0.3	-1.7	2.1	1	-1.1	-6	-7	-1.0	0.1	3	0.1
17	CCOc1ccc(/C=N/Nc2cc(=O)n(C)c(=O)n2C)cc1	-0.5	-0.4	-0.6	-2	-2.4	4	2	-0.6	0.1	19*	0.7
18	CCOc1ccc(CCNC(=O)c2ccccc2OCc2c(C)noc2C)cc1OCC	-2.7	-0.8	-1.6	0	-1.9	-5	-4	-1.9	-0.2	10	-0.1
19	CCN(C(=O)/C=C/c1ccc(OC)cc1)C1CCS(=O)(=O)C1 (stereo not given)	2.2	-1.0	0.6	-2	0.5	8	-1	-1.1	0.3	8	0.4
20	O=C(O)c1ccc(CSc2nc3ccccc3c(=O)n2-c2ccccc2)cc1	1.2	-0.7	0.4	2	-1.1	-4	0	-0.8	0.8	-13	0.1
21	CCCCN(C(=O)CSc1nnc(-c2ccccc2)o1)c1c(N)n(CCC)c(=O)[nH]c1=O	1.1	-1.1	1.9	-1	1.5	3	1	-0.2	0.4	4	-0.2
22	COc1ccc(Cc2nnc(SC)[nH]c2=O)cc1OC	-0.1	-0.7	0.4	-8	-1.7	3	-4	0.4	-0.7	7	2.1
23	CC(NC(=O)c1ccccc1SCC(=O)N1CCCC1)c1ccccc1 (stereo not given)	0.6	-0.5	1.3	6	-1.8	0	3	0.9	-0.2	4	0.0
24	COc1ccccc1Cn1c(=S)[nH]c2cc(C(=O)NCCCN3CCOCC3)ccc2c1=O	0.6	-1.8	-0.6	-3	-3.3	-2	15	-3.6	-0.5	20*	0.5
25	CC(C)(C)n1nnnc1C(c1ccccc1)N1CCN(c2ccc(C(F)(F)F)cn2)CC1 (stereo not given)	/	-0.6	-0.8	0	2.7	-5	-6	-3.1	/	0	0.5
26	CCOC(=O)c1ccccc1NC(=O)COC(=O)CCC(=O)c1ccc(C)cc1	3.4	-0.5	-0.6	0	-1.1	0	-4	-0.8	-0.8	-13	-0.2
27	CC1Cc2ccccc2N1C(=O)Cn1nnc(-c2ccccc2NC(=O)C2CCC2)n1 (stereo not given)	1.1	-1.5	0.2	0	0.8	0	-13	-1.6	-0.8	-7	0.3
28	O=C(NC1CCS(=O)(=O)C1)C1CCCC1 (stereo not given)	0.8	-1.5	0.3	6	-1.3	4	-3	-2.6	1.5	-1	0.7
29	COc1ccc(CNC(=O)OC2CC3CC2[C@H]2CCCCN2C3=O)cc1 (stereo not given in full)	/	0.0	0.4	2	0.3	2	2	-1.4	/	-2	0.5
30	CN(C)c1ccc(CNCCC(Cc2ccccc2)c2ccco2)cc1 (stereo not given)	0.6	-2.0	-1.1	-2	1.4	-2	-16	-2.0	-0.7	-5	-0.1
31	COc1ccccc1COC(=O)Nc1c(C)nn(C)c1Cl	-0.8	-1.4	-0.9	-3	-1.4	5	1	-1.9	-0.5	8	0.5
32	COCCNC(=S)Nc1ccc2nsnc2c1	2.4	-1.2	-0.7	0	1.9	6	3	-0.4	1.2	-5	7.3
33	COc1ccc(NC(=O)c2cncc(Br)c2)cc1S(=O)(=O)N1CCCCC1	-1.1	-1.6	-0.2	-4	-2.0	7	2	-1.7	-1.5	-7	-0.2
34	Cc1cc(C)cc(-n2ncc3c2CCCC3NC(=O)c2cc(C)n(C)n2)c1 (stereo not given)	-2.1	-0.8	0.3	0	-1.5	-3	-2	1.9	-0.5	8	-0.6
35	CCN(CC)c1ccc(N=CN2CCOCC2)cc1	2.0	-0.8	0.0	3	2.1	-2	-9	0.6	2.6	6	0.2
36	CCC(=O)Nc1ccc2c(c1)ncn2CCc1ccccc1	3.0	-1.2	0.1	1	0.4	0	5	-0.3	-0.1	-1	0.1
37	O=C(Nc1ccc(Cl)cc1)[C@@H]1[C@@H]2C(=O)N(c3ccc4ccccc4c3)C(=O)[C@@H]2[C@H]2C=CC=NN21	1.6	-0.3	-0.1	0	0.1	-4	1	6.8*	-1.3	-12	0.6
38	O=C(COc1ccc(Cl)cc1)NCc1nnc(SCC(=O)Nc2ccccc2F)o1	0.5	-1.1	0.0	0	2.6	-4	-1	-1.5	0.2	-5	-0.4
39	c1ccc(CNc2cncnc2)cc1	1.4	1.1*	-0.4	-2	-1.6	3	4	1.1	0.0	18	-2.9
40	CCN(CC)C(=O)c1[nH]cnc1C(=O)Nc1ccc(C)cc1	0.6	-0.9	-0.2	2	0.9	1	1	-0.9	-0.9	6	0.2
41	C=CCSc1nnc(-c2c[nH]c3ccccc23)n1CCOC	1.7	-1.0	0.2	2	-2.4	-3	-1	0.0	0.5	1	-0.3
42	CC1CC(=O)Nc2ccccc2N1S(=O)(=O)c1cccc(Cl)c1 (stereo not given)	1.8	-0.5	0.3	-3	3.7	1	2	2.8	0.5	0	0.5
43	COc1ccc(CCCN2CCC(CN3C(=S)NC[C@@H]3Cc3ccccc3)CC2)cc1OC	-0.5	-1.2	-0.5	0	2.1	-10	0	-1.4	1.1	-9	0.6
44	CCCOc1cccc(C2/C(=C(/O)c3ccccc3)C(=O)C(=O)N2CCN(C)C)c1 (stereo not given)	0.5	-1.3	-0.1	-2	1.5	6	-3	1.0	-0.4	-1	0.0
45	O=C(CN1CCCN(Cc2ccc(F)cc2Cl)C1=O)NC1CCCCCCC1	2.4	-2.3	-1.5	-5	-3.9	0	3	-2.4	-0.5	-4	-0.5
46	CC(=O)Nc1nnc(S(N)(=O)=O)s1	0.2	-0.7	-0.7	-5	3.8	4	3	-1.1	0.5	10	0.3
47	CCC(C)N1C(=O)c2ccccc2C1C(=O)NC1CCCCCC1 (stereo not given)	-1.8	-1.9	-0.7	-3	1.6	1	-2	-1.2	0.5	3	-0.2
48	C=CCOc1ccc(C(=O)Nc2ccc3c(c2)n(C)c(=O)n3C)cc1	0.9	-0.8	-0.1	-3	-3.3	1	-1	-1.7	4.0	-1	0.2
49	Cc1cnc(C(=O)Nc2ccccc2-c2nnn(CC(=O)NC3CCCC3)n2)cn1	1.1	-0.7	0.0	-1	-1.9	0	1	-1.9	0.7	1	0.4
50	O=C(CSc1nn(-c2ccc(F)cc2)c(=S)s1)NCC1CCCO1 (stereo not given)	0.5	-2.0	0.3	-2	-0.7	3	6	0.2	-0.7	-1	0.4
51	COc1c(Br)cc2c(C)c(C(=O)N3CCOCC3)oc2c1Br	/	-1.0	0.1	2	1.1	4	2	-2.0	/	0	-0.1
